Shn3 inh set2 = inhibitors of Schnurri-3 3'UTR reporter in osteoblasts; actives 0.52% (n = 360,000); Clone20 osteoblast Shn3 3'UTR firefly luciferase, 24 h; AID 588674; inhibition, % at 12.5 µM;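 active means mean inhibition of at least 75% with every replicate also reaching 75%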;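 further: 0% = median of neutral control wells and 100% = pilot-screen positive control compound; some compounds past the cut are filed as inactive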
HIF-2a inh = blocks HIF-2a reporter activity; actives 0.72% (n = 360,000); 786-0 RCC cells HIF-2a reporter, luciferase luminescence, overnight; inhibition, % at 18.8 µM;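 active means inhibition of the luminescence signal of 40% or more relative to plate controls, in a single-dose primary screen at 18.75 µM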
TWEAK-Fn14 inh = TWEAK-Fn14 signaling inhibition; TWEAK-stimulated Fn14 reporter cells, luciferase luminescence, 8 h; inhibition, % at 10 µM; actives 2% (n = 360,000); AID 1159606; in the data active means inhibition above about 50%
NR2E3 ag-1 = activates human photoreceptor nuclear receptor NR2E3; Q9Y5X4; GST-NR2E3/biotin-RetCOR TR-FRET, 1536-well; inhibition of corepressor binding, % at 4.78 µM; actives 0.12% (n = 320,000); AID 2300;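 active means percent inhibition above the cutoff of mean plus 3 SD of all tested compounds, set per screening campaign, cut at about 20% in these data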;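 further: 0% = DMSO wells and 100% = biotin wells as full block of FRET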
Target sequence (Q9Y5X4 whole entry, looked up): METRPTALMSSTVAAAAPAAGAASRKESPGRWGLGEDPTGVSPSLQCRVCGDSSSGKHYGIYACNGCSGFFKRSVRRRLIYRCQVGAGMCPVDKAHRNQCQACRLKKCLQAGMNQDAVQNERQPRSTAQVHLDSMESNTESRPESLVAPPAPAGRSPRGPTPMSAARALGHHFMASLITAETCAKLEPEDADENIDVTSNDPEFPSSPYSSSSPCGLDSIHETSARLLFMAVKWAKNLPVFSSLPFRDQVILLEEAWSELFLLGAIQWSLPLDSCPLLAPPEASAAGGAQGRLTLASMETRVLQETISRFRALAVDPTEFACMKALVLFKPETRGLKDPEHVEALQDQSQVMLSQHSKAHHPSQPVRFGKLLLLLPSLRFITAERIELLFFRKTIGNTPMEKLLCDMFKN
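Test system: GST-NR2E3 and biotin-RetCOR proteins | Quantity: 1.35 nM GST-tagged NR2E3 final | Medium: Tris pH 7.5 | Also added: 7 nM biotin-RetCOR | Dosing: Compound at 4.8 µM, single dose | Timing: 5 h at 4 °C | Detection: Time-resolved FRET | Read-out basis: Percent inhibition | Benchmarks: Biotin wells as high control, 0.6% DMSO wells as low control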
TRPM1 prom inh = inhibitors of MITF-driven TRPM1 promoter in melanoma cells; inhibition, % at 12.5 µM; actives 0.83% (n = 330,000); SK-MEL-5 TRPM1 promoter luciferase, 24 h;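 active means mean inhibition across replicates of 60% or more, whatever share of single replicates reaches that level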; further: values of inactives mirror those of a sister screen read the other way
TRAIL sens C8 = caspase-8 TRAIL sensitization; NB7+C8 cells + TRAIL, ATPlite viability luminescence; inhibition (viability loss, TRAIL sensitization), % at 10 µM; actives 1% (n = 360,000);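 active means compounds causing at least 50% loss of cell viability in the single-dose screen, relative to plate controls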
CF NFkB inh = blocks PAF-induced NF-kB reporter in cystic fibrosis cells | inhibition, % at 5 µM | actives 0.86% (n = 360,000) | KKLEB NF-kB-GFP reporter, GFP fluorescence overnight | AID 588850;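 active means at least 50% inhibition at 5 µM, scaled per plate between neutral and stimulator controls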;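 further: PAF is a Pseudomonas aeruginosa culture filtrate used as stimulus; plate controls were PAF-stimulated DMSO wells for no effect and unstimulated DMSO wells for full effect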
Peg3 prom inh = reduces Peg3 promoter-driven luciferase expression in HeLa. AID 588405. HeLa PEG-Prom luciferase reporter, luminescence, overnight. inhibition, % at 20 µM. actives 1.7% (n = 360,000);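 active means inhibition of at least 50% at 20 µM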
KKLEB cytotox = counter-screen for CF NF-kB inhibitors: cytotoxicity; KKLEB CF airway cells viability, ATPlite luminescence, overnight; active compounds read low; cells stimulated with P. aeruginosa culture filtrate; activity change (cytotoxicity), % at 5 µM; actives 0.36% (n = 360,000);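 active means corrected activity change at or below -50% at 5 µM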
NR2E3 ag-2 = activates human NR2E3 receptor; Q9Y5X4; CHO-S Gal4-NCOR/VP16-NR2E3 two-hybrid, luciferase; inhibition of corepressor binding, % at 3.98 µM; actives 0.35% (n = 360,000); AID 602229;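 active means inhibition above the mean of all tested compounds plus 3 SD, cut at about 70% in these data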;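 further: 0% = DMSO with NR2E3 transfected cells and 100% = cells lacking NR2E3 construct; higher means lower luciferase signal from less NR2E3 corepressor binding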
TROY signal inh = TROY signaling inhibition | actives 0.98% (n = 360,000) | inhibition, % at 10 µM | Q293 LMP1-TROYcd NF-kB luciferase reporter, 4 h;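 active means compounds whose plate-normalised and pattern-corrected inhibition of the luciferase reporter signal at the single screening dose is 50% or more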
* marks the source's active call; other numbers are inactive results; . = not tested or not shown.

Short forms: A = Shn3 inh set2; B = HIF-2a inh; C = TWEAK-Fn14 inh; D = NR2E3 ag-1; E = TRPM1 prom inh; F = TRAIL sens C8; G = CF NFkB inh; H = Peg3 prom inh; I = KKLEB cytotox; J = NR2E3 ag-2; K = TROY signal inh
O=C(CSc1nc2ccccc2c(=O)n1-c1ccc(F)c(Cl)c1)Nc1ccc2c(c1)CCC2
  A: 11	B: 3	C: -4	D: .	E: .	F: 14	G: 1	H: 3	I: 5	J: -2	K: -30

Cc1ccc(S(=O)(=O)N2CCC(=O)N(C(COCc3cccc(Cl)c3)Cc3ccccc3)CC2)cc1 (stereo unspecified)
  A: 38	B: 9	C: -16	D: 3	E: 3	F: -6	G: -8	H: 2	I: -11	J: 20	K: -11

O=C(Nc1ccccn1)Nc1ccccc1Cl
  A: -25	B: -193	C: -5	D: 2	E: -31	F: -18	G: 8	H: -173	I: 5	J: -83	K: -62

Cc1nc(Cl)c(C(=O)NCc2ccccc2)c(C)c1[N+](=O)[O-]
  A: 0	B: 8	C: 2	D: 4	E: -1	F: 1	G: 11	H: 10	I: -8	J: 15	K: -12

COc1ccc(-c2csc(C(O)(c3ccccc3)C(F)(F)F)n2)cc1 (stereo unspecified)
  A: -3	B: -29	C: 0	D: .	E: .	F: -10	G: -16	H: 5	I: 9	J: -5	K: -18

N#Cc1ccc(COc2cccc3cccnc23)cc1
  A: -21	B: -123	C: -11	D: 1	E: -12	F: 19	G: 7	H: -79	I: -6	J: -63	K: -33

CC1(c2nnnn2Cc2ccccc2)CCC(=O)N1Cc1ccco1 (stereo unspecified)
  A: .	B: 12	C: 4	D: .	E: .	F: -3	G: .	H: .	I: .	J: -10	K: 2

Cc1nn(-c2ccccc2)c(Cl)c1/C=N/NC(=O)c1[nH]ncc1Br
  A: -22	B: -150	C: 53*	D: -3	E: -135	F: 73*	G: 26	H: -122	I: -28	J: -178	K: 28

C=CCn1c(Cc2c[nH]c3ccccc23)n[nH]c1=S
  A: -13	B: 3	C: 2	D: 0	E: 18	F: -2	G: 7	H: 3	I: 10	J: -19	K: -3

CCCCNC(=O)C(Cc1ccccc1)NS(=O)(=O)c1ccc2c(c1)c(=O)n(C)c(=O)n2C (stereo unspecified)
  A: 6	B: 15	C: -15	D: 1	E: .	F: -18	G: 28	H: 14	I: -2	J: 4	K: 12

O=c1c2cnn(-c3ccccc3)c2ncn1Cc1ccccc1F
  A: 5	B: -99	C: -2	D: 3	E: .	F: 0	G: -1	H: -54	I: -10	J: -17	K: -10

COc1ccc(S(=O)(=O)NC(CC(=O)NC2CCCC2)c2ccco2)cc1 (stereo unspecified)
  A: 16	B: 9	C: -11	D: -1	E: 8	F: -15	G: -6	H: 11	I: 17	J: -7	K: 12

CCCNC(=O)NC(=O)COc1ccc(-c2ccc(C#N)cc2)cc1
  A: 18	B: 9	C: 0	D: 4	E: 5	F: -32	G: -23	H: 7	I: -4	J: 18	K: 1

COC(=O)C(Cc1ccccc1)NC(=O)c1cc(=O)[nH]c2ccccc12 (stereo unspecified)
  A: 4	B: 7	C: 3	D: 7	E: -6	F: 2	G: 18	H: 8	I: -4	J: 18	K: -23

O=C1C(c2ccccc2)=NCCN1C(c1ccc(F)cc1)c1nc2ccccc2[nH]1 (stereo unspecified)
  A: -6	B: -42	C: 5	D: .	E: .	F: -22	G: 7	H: -8	I: -5	J: 1	K: -15

COc1ccc(Cl)cc1NC(=O)COC(=O)C1COc2ccccc2O1 (stereo unspecified)
  A: -43	B: 14	C: -5	D: -2	E: 18	F: 8	G: -16	H: 1	I: 16	J: -4	K: 10

COc1ccc(-c2nn(CC(=O)NCCc3ccccc3)c(=S)n2C)cc1
  A: 22	B: 30	C: 1	D: -1	E: -2	F: 6	G: 10	H: -3	I: -5	J: -13	K: -1

CCCCOc1ccc(C(=O)Nc2cc(C)c(OCC(=O)N3CCOCC3)c(C)c2)cc1
  A: 0	B: -151	C: -27	D: 4	E: -4	F: 12	G: -12	H: -134	I: 8	J: -36	K: -2

O=C(Nc1ccc2c(c1)OCCO2)C1CCN(C(=O)c2ccccc2)CC1
  A: -11	B: -52	C: 6	D: 0	E: -7	F: 2	G: 10	H: -17	I: -11	J: -24	K: -2

NC(=O)CSc1nnc(Cn2c(=O)sc3ccccc32)n1-c1cccc(Cl)c1
  A: -27	B: 5	C: 12	D: -6	E: 7	F: -5	G: 7	H: -3	I: 2	J: 4	K: 12

CC(C)Oc1snc(Cl)c1C(N)=O
  A: -8	B: 19	C: 3	D: 0	E: 0	F: -10	G: 2	H: 11	I: 5	J: -22	K: 0

CC(=O)N1N=C(c2ccc(Cl)cc2)OC12CCCC2
  A: 21	B: 24	C: 1	D: -1	E: 12	F: -16	G: 5	H: -1	I: -12	J: -1	K: -1

Cn1c(SCc2nc3ccccc3[nH]2)nnc1-c1cnccn1
  A: -7	B: -6	C: -2	D: 1	E: -5	F: 3	G: 6	H: -9	I: 1	J: -44	K: -8

CCOC(=O)C(=CNc1cc(C(F)(F)F)ccc1N1CCOCC1)C(=O)OCC
  A: -8	B: 14	C: -8	D: -2	E: 10	F: 18	G: 2	H: 16	I: 2	J: 20	K: 32

O=[N+]([O-])c1ccc(OCCN2CCCCCC2)cc1
  A: 2	B: 21	C: 4	D: 1	E: -4	F: 1	G: -4	H: 5	I: -1	J: -16	K: 9

CCOc1ccc(C(=O)NC2CC(=O)N(c3ccc4c(c3)OCCO4)C2)cc1 (stereo unspecified)
  A: -6	B: 4	C: 5	D: -2	E: 3	F: 4	G: -4	H: 12	I: -10	J: -13	K: 13

Cc1ccc(F)c(S(=O)(=O)NC(=O)C2(C)CCN2C(=O)c2sccc2C)c1 (stereo unspecified)
  A: 6	B: 11	C: -23	D: .	E: .	F: -16	G: -10	H: 8	I: -7	J: -16	K: -19

COc1cc([N+](=O)[O-])ccc1-c1ccc(/C=N\n2cnnc2)o1
  A: 6	B: 4	C: -46	D: .	E: 9	F: 5	G: -66	H: 12	I: 2	J: 8	K: -11

CCCNC(=O)c1cn(CC)c2cc(N3CCN(C(=O)c4ccco4)CC3)c(F)cc2c1=O
  A: -1	B: 10	C: 5	D: 0	E: 0	F: 2	G: -21	H: 19	I: 26	J: -15	K: 25

O=C(Nc1ccc(F)c(F)c1)c1ccc(-n2cncn2)c([N+](=O)[O-])c1
  A: 20	B: -18	C: -2	D: 1	E: 11	F: 15	G: 9	H: -40	I: 10	J: -39	K: -2

CC(=O)c1cc2c(cc1NC(=O)C1CC=CCC1C(=O)O)OCO2 (stereo unspecified)
  A: 2	B: 13	C: 3	D: 1	E: -1	F: -9	G: 8	H: 5	I: 4	J: -11	K: -26

CC1=C(C(=O)OCc2ccccc2)C(c2cccc([N+](=O)[O-])c2)NC(=O)N1 (stereo unspecified)
  A: 14	B: 14	C: 12	D: 6	E: 4	F: 1	G: 6	H: 23	I: -9	J: -17	K: 14

O=C(NCCN1CCOCC1)C(=O)NCC1OCCN1S(=O)(=O)c1ccc(F)cc1 (stereo unspecified)
  A: -24	B: 15	C: -7	D: 1	E: -8	F: -3	G: 6	H: 7	I: 1	J: -9	K: -15

C/C(=N\NC(=O)c1csc(C)c1C)c1ccco1
  A: -92	B: -69	C: -9	D: -4	E: -15	F: 55*	G: -8	H: -70	I: 5	J: -65	K: -51

CCc1ccc(NC(=O)C(C)OC(=O)CC(NC(C)=O)c2ccccc2)cc1 (stereo unspecified)
  A: -16	B: 1	C: 4	D: 1	E: 0	F: 6	G: -1	H: 6	I: 6	J: 5	K: -9

Cc1cc(C)n2nc(NCc3ccccc3)nc2n1
  A: -25	B: -15	C: -18	D: 2	E: 7	F: -8	G: -3	H: -4	I: 8	J: -5	K: 0

Cc1ccc2c(c1)c1c(n2CC(O)Cn2c(C)nc3ccccc32)CCCC1 (stereo unspecified)
  A: -2	B: 1	C: -25	D: 0	E: -12	F: 13	G: 22	H: 36	I: -21	J: 10	K: 3

Cc1cccc(-n2cc3c(=O)n(C)c(=O)n(C)c3c2)c1
  A: 16	B: -18	C: -6	D: 2	E: -3	F: 14	G: 9	H: -29	I: 5	J: -6	K: -35

Clc1cccc(Cl)c1-c1nnc2ccc(N3CCOCC3)nn12
  A: -5	B: 18	C: 10	D: -1	E: 7	F: -22	G: 11	H: 17	I: -13	J: -36	K: 18

Cc1ccc(-c2cc(C(F)F)n3ncc(C(=O)N4CCc5ccccc5C4)c3n2)cc1
  A: -4	B: 12	C: 12	D: 0	E: 20	F: 24	G: -10	H: 36	I: 10	J: 3	K: 25

COc1ccc(S(=O)(=O)N2CCN(C(=O)CNC(=O)c3ccc4c(c3)OCO4)CC2)cc1
  A: -3	B: -2	C: -8	D: -1	E: 7	F: 10	G: 6	H: -6	I: -3	J: -14	K: -9

CC(C)c1ccc(OCC(=O)NCc2n[nH]c(=O)c3ccccc23)cc1
  A: 12	B: -4	C: 2	D: 0	E: -6	F: 5	G: 18	H: 5	I: -11	J: -29	K: 8

CN(Cc1ccccc1)C(=O)CN(C)S(=O)(=O)c1ccc(F)cc1
  A: -8	B: -17	C: 8	D: 2	E: -4	F: 0	G: -14	H: -4	I: 4	J: -5	K: 2

COCCn1c(SCC(=O)N2CCCC(C)C2)nnc1-c1ccco1 (stereo unspecified)
  A: 1	B: 8	C: 12	D: 0	E: 0	F: 2	G: 8	H: 8	I: 2	J: -28	K: 3

Entries listed so far that have an aryl methoxy group:
Short forms: A = Shn3 inh set2; B = HIF-2a inh; C = TWEAK-Fn14 inh; D = NR2E3 ag-1; E = TRPM1 prom inh; F = TRAIL sens C8; G = CF NFkB inh; H = Peg3 prom inh; I = KKLEB cytotox; J = NR2E3 ag-2; K = TROY signal inh
COc1ccc(-c2csc(C(O)(c3ccccc3)C(F)(F)F)n2)cc1 (stereo unspecified)
  A: -3	B: -29	C: 0	D: .	E: .	F: -10	G: -16	H: 5	I: 9	J: -5	K: -18

COc1ccc(S(=O)(=O)NC(CC(=O)NC2CCCC2)c2ccco2)cc1 (stereo unspecified)
  A: 16	B: 9	C: -11	D: -1	E: 8	F: -15	G: -6	H: 11	I: 17	J: -7	K: 12

COc1ccc(Cl)cc1NC(=O)COC(=O)C1COc2ccccc2O1 (stereo unspecified)
  A: -43	B: 14	C: -5	D: -2	E: 18	F: 8	G: -16	H: 1	I: 16	J: -4	K: 10

COc1ccc(-c2nn(CC(=O)NCCc3ccccc3)c(=S)n2C)cc1
  A: 22	B: 30	C: 1	D: -1	E: -2	F: 6	G: 10	H: -3	I: -5	J: -13	K: -1

COc1cc([N+](=O)[O-])ccc1-c1ccc(/C=N\n2cnnc2)o1
  A: 6	B: 4	C: -46	D: .	E: 9	F: 5	G: -66	H: 12	I: 2	J: 8	K: -11

COc1ccc(S(=O)(=O)N2CCN(C(=O)CNC(=O)c3ccc4c(c3)OCO4)CC2)cc1
  A: -3	B: -2	C: -8	D: -1	E: 7	F: 10	G: 6	H: -6	I: -3	J: -14	K: -9

Bioassay records as filed in PubChem.

These rows are one share of the data. The share of hits here may be higher or lower than overall.
